Screening data deposited in PubChem BioAssay by SRMLSC.
Ecoli WT growth: blocks growth of wild type E. coli BW25113 | E. coli BW25113 growth inhibition, OD600 | inhibition, % at 10 µM | hit rate 0.05% among 20,000 | AID 552; in the data active means inhibition above about 40%;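 further: bacteria exposed to compound for 20 hours at 37 °C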
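Assay system: Bacterial strain in a whole-cell growth screen | Amount: Inoculum from a 1:1000 dilution of a 1.5 h subculture | Detection: Absorbance at 615 nm as a measure of bacterial growth | Timing: 20 h exposure, 37 °C | Buffer or medium: LB plus kanamycin 50 µg/mL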
Active calls of the source: *. These rows are one share of the data; count on the stated rates, not on these rows.

SMILES | Ecoli WT growth
CC1Cc2nc(SCC(=O)Nc3nccs3)n(C)c(=O)c2S1 (configuration not stated) | -1
CN(C)CCNC(=O)c1ccccc1-c1ccccc1 | -23
Cn1c(=O)c2c(nc(OCc3cccnc3)n2Cc2c(F)cccc2Cl)n(C)c1=O | -19
COc1ccc(N2C(=O)CC(N3CCN(c4ccccc4F)CC3)C2=O)cc1 (configuration not stated) | 6
Cc1ccccc1Cn1cc(/C=N/n2cnnc2)c2ccccc21 | -3
CC(=O)Cc1ccccc1OCC(=O)O | -19
CCOC(=O)c1sc(NCC2CCCO2)nc1C (configuration not stated) | -14
CC(C)(C)C(=O)/C=C(\N)c1ccccn1 | 9
CCOc1ccc(/C(O)=C2/C(=O)C(=O)N(CCOCCO)C2c2ccccc2)cc1 (configuration not stated) | -20
Cc1cc(=O)[nH]c(SCc2nc3ncccn3c2Br)n1 | -1
CC(=O)Nc1ccc(S(=O)(=O)Nc2ccc(S(=O)(=O)N3CCCCCC3)cc2)cc1 | -18
C=CCn1c(SCc2nc3ccccc3c(=O)[nH]2)nnc1-c1cc2cc(Cl)ccc2o1 | -23
O=C(C1CCN(S(=O)(=O)c2ccc(-n3cnnn3)cc2)CC1)N1CCN(c2ccccc2)CC1 | -1
Cc1csc2nc(=O)c3ccccc3n12 | 6
Cc1ccc(NC(=O)C2C3CC4OC(=O)C2C4C3)cc1Cl (configuration not stated) | -16
Cc1c(C#N)c2ccccc2n1CC(=O)N1CCc2ccccc2C1 | 4
CCn1nnnc1-c1ccc(OC)c(S(=O)(=O)Nc2ccc(OC)cc2)c1 | -1
Cc1c(C(=O)NC(C)c2ccncc2)oc2ccccc12 (configuration not stated) | -15
O=c1[nH]c(NCc2ccco2)nnc1Cc1ccccc1Cl | 1
CCCN(CCC)C(=O)CSc1nc2ccccc2c(=O)n1C1CCCC1 | -3
Cc1cc(=O)[nH]c2c(C)c(Cl)ccc12 | -21
Cc1cc(C)c(C(N)=O)c(NCCc2ccccc2)n1 | -16
COC(=O)Nc1nnc(CCc2ccccc2)s1 | 7
CCOC(=O)c1[nH]c2ccccc2c1NC(=O)CCN1CCN(C(=O)OCC)CC1 | 3
Cc1cc2ccccn2c1C(=O)c1ccncc1 | -1
O=C(NCc1ccccn1)Nc1ccc2c(c1)OCO2 | -5
CCc1nnc(SCC(=O)NC2CCCCC2)nc1CC | 1
Cc1ccccc1N1OC2C(=O)N(c3ccc(F)cc3)C(=O)C2C1c1ccccn1 (configuration not stated) | -3
CCc1nc2sc(C)c(C)c2c(=O)n1CCO | -2
Cc1ccc(S(=O)(=O)Nc2ccc3nc(-c4cccn4C)[nH]c3c2)cc1 | -1
C=CCN1C(=O)N(/C=C/C)c2cccc3cccc1c23 | -8
CCOC(=O)c1[nH]c2ccc(C)cc2c1N=C(C)N(C)C | -4
O=C1C2C3C=CC(C3)C2C(=O)N1Cc1ccccc1 (configuration not stated) | -1
Cc1nn(CC(=O)Nc2ccc3c(c2)nc(CN2CCCC2)n3C)c(=O)c2ccccc12 | -10
COc1ccc(S(=O)(=O)N2CCOCC2)cc1C(=O)Nc1nc2ccccc2s1 | 5
O=C(CN(c1ccccc1)S(=O)(=O)c1ccc(F)cc1)N1CCCCCC1 | -14
Cc1nc2sc(C(c3ccco3)N3CCN(c4ccccc4F)CC3)c(O)n2n1 (configuration not stated) | 0
c1cnc(NCCNc2ncccn2)nc1 | -6
Cc1noc(C)c1CSc1nc2ccccc2s1 | 12
CCOC(=O)c1c(NC(N)=O)sc(C)c1C | -18
Cn1c(-c2ccccc2)cnc1SCC(=O)NCc1ccco1 | 2
COc1cccc(-c2nnc(SCC(=O)N3CCCc4ccccc43)o2)c1 | -6
Cc1ccc2nc(NC(=O)C3CCCN(S(=O)(=O)c4cnc[nH]4)C3)sc2c1 (configuration not stated) | 11
c1ccc(-c2csc(N3CCCCCC3)n2)cc1 | 0
CCOCC(O)CS(=O)Cc1ccccc1 (configuration not stated) | -3
CS(=O)(=O)N(CCc1ccccc1)CC(=O)N1CCN(c2ccccc2F)CC1 | -20
COc1cc2c(cc1NC(=O)c1cncc(Br)c1)oc1ccccc12 | 4
Cn1c(=O)[nH]c(=O)c2[nH]c(CN3CCN(C(=O)c4ccco4)CC3)nc21 | -3
CCOC(=O)c1cc(C(C)(C)C)oc1CN | -5
O=C(NCCN1CCCCC1)Nc1ccc(F)c(Cl)c1 | -7
Cc1nnc2sc(-c3ccc(NC(=O)c4ccc(-c5ccc(Br)cc5)o4)cc3)nn12 | -7
CCSc1nc(C)nc2c1oc1ccccc12 | 17
NC1=NCc2ccccc21 | -13
CN1CCN(S(=O)(=O)c2ccc(NC(=O)c3ccc(F)cc3)cc2)CC1 | 5
COc1ccc(-c2cc(C(=O)N3CCN(Cc4ccccc4)CC3)no2)cc1OC | -2
O=C(Nc1nncs1)c1ccccc1NS(=O)(=O)c1cccs1 | 9
Cc1occc1C(=O)Nc1ccc2c(c1)OCCO2 | -14
Cc1ccc(C(C)C)c(OCC(=O)Nc2ccccc2N2CCN(C)CC2)c1 | -18
Cc1ccc(C)c(NC(=O)CNS(=O)(=O)c2ccccc2)c1 | -20
O=C(Cn1nc(-c2ccc(Cl)cc2)ccc1=O)NCCCN1CCN(Cc2ccccc2)CC1 | -2

15 structures already listed, ordered by number of heavy atoms, ascending.
SMILES | Ecoli WT growth
NC1=NCc2ccccc21 | -13
CCOC(=O)c1cc(C(C)(C)C)oc1CN | -5
CCSc1nc(C)nc2c1oc1ccccc12 | 17
Cc1noc(C)c1CSc1nc2ccccc2s1 | 12
Cc1occc1C(=O)Nc1ccc2c(c1)OCCO2 | -14
O=C(NCCN1CCCCC1)Nc1ccc(F)c(Cl)c1 | -7
Cc1ccc(C)c(NC(=O)CNS(=O)(=O)c2ccccc2)c1 | -20
Cn1c(-c2ccccc2)cnc1SCC(=O)NCc1ccco1 | 2
COc1cc2c(cc1NC(=O)c1cncc(Br)c1)oc1ccccc12 | 4
Cn1c(=O)[nH]c(=O)c2[nH]c(CN3CCN(C(=O)c4ccco4)CC3)nc21 | -3
COc1cccc(-c2nnc(SCC(=O)N3CCCc4ccccc43)o2)c1 | -6
Cc1ccc(C(C)C)c(OCC(=O)Nc2ccccc2N2CCN(C)CC2)c1 | -18
CS(=O)(=O)N(CCc1ccccc1)CC(=O)N1CCN(c2ccccc2F)CC1 | -20
COc1ccc(-c2cc(C(=O)N3CCN(Cc4ccccc4)CC3)no2)cc1OC | -2
O=C(Cn1nc(-c2ccc(Cl)cc2)ccc1=O)NCCCN1CCN(Cc2ccccc2)CC1 | -2

Remaining list, next part.
SMILES | Ecoli WT growth
COCCNC(=O)C(c1ccc(O)cc1)N(Cc1ccco1)C(=O)CCC(=O)Nc1nccs1 (configuration not stated) | 9
Cc1ccc(-c2nc3cc(NC(=O)C(C)C)ccc3o2)cc1C | -9
O=C(CSc1nc(N2CCCCC2)nc(N2CCCCC2)n1)Nc1nccs1 | 7
COc1cc(Cl)cc(C2NC(=O)NC(C)=C2C(=O)NCc2ccccc2)c1O (configuration not stated) | -9
CCC(C)C(NC(=O)C1CCC(C)CC1)C(=O)NCc1cccnc1 (configuration not stated) | -2
C/C(N)=C(/C#N)C(=O)COC(=O)COc1ccc(Cl)cc1 | -1
Cc1ccccc1-c1nnc(SCC(=O)NC2CCCCC2)o1 | -20
Cn1nnnc1SCC(=O)N1CCN(c2ccccc2)CC1 | 5
O=C(O)c1ccc(NS(=O)(=O)c2cc(Cl)ccc2Cl)cc1O | -25
CCCn1c(SCC(=O)N2CCc3ccccc3C2)nc2c1c(=O)n(C)c(=O)n2C | 1
C/C(CC(O)(/C=N/O)c1ccccc1)=N\O (configuration not stated) | -4
Nc1nc(-c2ccc(Cl)cc2)cc(C(F)(F)F)n1 | 16
CCCCC(=O)NCCc1ccc(S(N)(=O)=O)cc1 | -2
COc1cc(C(=O)Nc2cccc(-c3nc4cc(C)ccc4o3)c2)cc(OC)c1OC | -2
COc1ccc(NC(=O)C(C)N(c2ccc(C)cc2)S(C)(=O)=O)c(OC)c1 (configuration not stated) | -16
COc1ccc(C)cc1-n1nnnc1SCC(=O)Nc1cc(C)on1 | -1
O=C(CC1Nc2ccccc2NC1=O)Nc1ccccc1 (configuration not stated) | -13
CCC(=O)c1ccc(OCCn2cncn2)cc1 | -20
CC(=O)N1CCN(c2ccccc2NC(=O)c2cc(Br)ccc2Cl)CC1 | -1
COCCCn1c(CCC(=O)O)ccc1-c1ccc(F)cc1 | -9
CCCCOc1ccc(Cl)cc1CSc1nncn1N | -1
O=C(O)Cn1cc(C(=O)c2ccco2)c2ccccc21 | 3
COc1ccc(CCNC(=O)c2cnn3ccccc23)c(OC)c1OC | 16
CC(=O)c1cccc(NC(=O)CN(C2CCCCC2)S(C)(=O)=O)c1 | -21
O=C(CSc1ncnc2nc[nH]c12)c1ccc(Cl)cc1 | 3
COc1ccccc1C1C(C(N)=O)=C(C)Nc2ncnn21 (configuration not stated) | -5
COc1ccc(-c2cc(C(F)(F)F)nc(SCCC(=O)N3CCN4CCCC4C3)n2)cc1 (configuration not stated) | -23
COc1cc(-c2nc(-c3ccncc3)no2)cc(OC)c1OC | 8
CC(C)CCNC(=O)Cn1c(NCCC(C)C)nc2c1c(=O)n(C)c(=O)n2C | 3
COc1ccc(Cl)cc1S(=O)(=O)N1CCN(Cc2ccc3c(c2)OCO3)CC1 | -23
Cn1c(SCc2nnc3n2CCCCC3)nc2ccccc21 | -4
CC(C)CC(NC(=O)OC(C)(C)C)C(=O)NC(C(=O)NC(C)C(N)=O)C(C)C (configuration not stated) | -10
O=S(=O)(NC1CCCC1)c1ccccc1Cl | 12
COC(=O)C1=C(C)NC(=O)CC1c1cccc(OC)c1OC (configuration not stated) | -21
COc1ccc(CNC(=O)Cn2nc(C(F)(F)F)c3c2CCC3)cc1 | 11
CCOC(=O)c1nnn(-c2nonc2N)c1CN1CCc2ccccc2C1 | 6
CC1CCN(C(=O)c2ccc(NS(C)(=O)=O)cc2)CC1 | 2
Cc1cc(C(=O)Nc2cccnc2)cs1 | -20
CCOC(=O)CSC1=C(C#N)C(c2ccc3c(c2)OCO3)CC(=O)N1 (configuration not stated) | -4
COc1ccccc1C1N(c2ccc(F)cc2)C(=O)C2CCCN21 (configuration not stated) | -4

Five entries picked at random from those above, as already listed:
SMILES | Ecoli WT growth
COC(=O)C1=C(C)NC(=O)CC1c1cccc(OC)c1OC (configuration not stated) | -21
CC(C)CC(NC(=O)OC(C)(C)C)C(=O)NC(C(=O)NC(C)C(N)=O)C(C)C (configuration not stated) | -10
Cc1ccccc1N1OC2C(=O)N(c3ccc(F)cc3)C(=O)C2C1c1ccccn1 (configuration not stated) | -3
Cc1noc(C)c1CSc1nc2ccccc2s1 | 12
Cc1ccc(NC(=O)C2C3CC4OC(=O)C2C4C3)cc1Cl (configuration not stated) | -16

Next records
SMILES | Ecoli WT growth
CCCN1Cc2cccc(C(=O)NCc3cccs3)c2C1=O | -1
CC(C)CN1C(=O)c2ccc(C(=O)Nc3ccncc3)cc2C1=O | 4
CC(C)NC(=O)CSc1nnc(-c2ccc(C(C)(C)C)cc2)n1C | -4
CCCn1c2c(c(O)c(C(=O)Nc3ccccn3)c1=O)CCCC2 | -20
C=CCOc1nc(N2CCCC2)nc(N2CCCC2)n1 | -4
COc1ccc(CCNC(=O)NC2CCCCC2)cc1OC | -8
O=C(Nc1ccc2c(c1)oc1ccccc12)c1ccc2c(c1)OCO2 | -17
COc1ccc(C(=O)CSc2nnc(CNC(=O)c3ccc(OC)cc3)n2C)cc1 | 0
O=C(NCc1cccnc1)c1ccc(COc2ccc3c(c2)CCC3)o1 | 6
CCOC(=O)c1c(C)[nH]c(C(=O)CSc2nc3ccccc3o2)c1C | 3
CC1(C)Cc2c(sc3c2C2=NCCN2C=N3)CS1 | 16
Cc1cc(C)nc(NS(=O)(=O)c2ccc(NC(=O)NC3CCCCC3)cc2)n1 | -17
COc1cccc2c(C)nc(Nc3nc(CSc4nnc(C)s4)cc(=O)[nH]3)nc12 | -28
CCCOc1ccc(N2C(=O)C3ON(c4ccccc4)C(c4ccc(O)c(OC)c4)C3C2=O)cc1 (configuration not stated) | -3
CCOc1cc(S(=O)(=O)Nc2ccc(Cl)cn2)ccc1F | -16
CCOc1ccc(C(=O)NCCCn2ccnc2)cc1 | -14
CC(=O)Oc1cccc(N2C(=O)CC(Nc3ccc(N4CCOCC4)cc3)C2=O)c1 (configuration not stated) | -20
COC(=O)c1[nH]c(C)c(/C(O)=C2\C(=O)C(=O)N(CCN(C)C)C2c2ccccc2OC)c1C (configuration not stated) | 7
O=C1CC(c2nc3ccccc3[nH]2)CN1c1ccccc1 (configuration not stated) | -15
COC(=O)c1ccccc1NC(=O)C1CCCC1 | -16
O=C(Nc1cc(C(=O)N2CCCC2)ccc1N1CCCC1)c1ccccc1F | -8
O=C(O)CCc1ccc(-c2ccc(F)cc2)n1CCC(=O)O | -4
COc1ccc(Cl)cc1NC(=O)N1CCN(CCc2ccccc2)CC1 | -12
COc1ccc(NC(=O)c2ccc3c(c2)C(=O)N(Cc2cccnc2)C3=O)cc1 | 0
O=c1c[n+]([O-])c2ccccc2n1OCc1ccccn1 | -1
Cn1ncc(C#N)c1/N=C/N1CCOCC1 | -19
CC1(C)Cc2nc3oc4c(N(CCO)Cc5ccccc5)ncnc4c3cc2CO1 | 8
CCOc1cc(S(=O)(=O)NC2CC(C)(C)NC(C)(C)C2)ccc1F | 0
CN1CCN(C(=O)c2ccccc2-c2nc(-c3ccc(Cl)cc3)no2)CC1 | -26
CC1(C)CC(=O)CC(C)(C)N1OC(=O)c1ccncc1 | 2
COC(=O)c1cccc(Cn2nnc3ccccc3c2=O)c1 | -16
O=C(N1CCCCCC1)N1CCN(S(=O)(=O)N2CCCCC2)CC1 | -1
Cc1c(C)c2cc(Cl)c(O)c(CN(C)C)c2oc1=O | -6
CCCCS(=O)(=O)Nc1ccc2c(c1)ncn2C1CCCCC1 | -11
Cc1ccc(OC(=O)NC2CCS(=O)(=O)C2)cc1C (configuration not stated) | 5
Cc1cc(C)nc(NC(=O)C(C)N2C(=O)c3ccccc3C2=O)n1 (configuration not stated) | -18
Cc1cccc(-n2ncc3c(N(CCO)CCO)ncnc32)c1 | 6
COC(=O)COc1ccc(S(=O)(=O)Nc2ccc3c(c2)OCCO3)cc1Cl | -20
Cc1cccc2nc(CNc3ccc(F)cc3)cn12 | -12
